TRPM1 prom inh: MITF TRPM1 promoter inhibition in SK-MEL-5 cells. SK-MEL-5 TRPM1 promoter luciferase, 24 h. inhibition, % at 12.5 µM. hit rate 0.83% among 330,000;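 active = mean inhibition across replicates of 60% or more, whatever share of single replicates reaches that level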; also: values of inactives mirror those of a sister screen read the other way
iPSC survival up: hiPSC single-cell survival enhancement; ATPlite luminescence; 100% = ROCK inhibitor wells, 0% = DMSO; survival enhancement, % at 20 µM; hit rate 0.044% among 360,000; in the data active = survival enhancement above about 18%;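 also: cells exposed to compounds for 16 hours before the ATP read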
NR2E3 ag-1: human photoreceptor-specific nuclear receptor agonism; Q9Y5X4; CHO-S Gal4-NCOR/VP16-NR2E3 two-hybrid, luciferase; inhibition of corepressor binding, % at 3.98 µM; hit rate 0.35% among 360,000; AID 602229;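 active = inhibition above the mean of all tested compounds plus 3 SD, cut at about 70% in these data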;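 also: 0% = DMSO with NR2E3 transfected cells and 100% = cells lacking NR2E3 construct; higher means lower luciferase signal from less NR2E3 corepressor binding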
Target sequence (Q9Y5X4 whole entry, looked up, the tested form may be a part): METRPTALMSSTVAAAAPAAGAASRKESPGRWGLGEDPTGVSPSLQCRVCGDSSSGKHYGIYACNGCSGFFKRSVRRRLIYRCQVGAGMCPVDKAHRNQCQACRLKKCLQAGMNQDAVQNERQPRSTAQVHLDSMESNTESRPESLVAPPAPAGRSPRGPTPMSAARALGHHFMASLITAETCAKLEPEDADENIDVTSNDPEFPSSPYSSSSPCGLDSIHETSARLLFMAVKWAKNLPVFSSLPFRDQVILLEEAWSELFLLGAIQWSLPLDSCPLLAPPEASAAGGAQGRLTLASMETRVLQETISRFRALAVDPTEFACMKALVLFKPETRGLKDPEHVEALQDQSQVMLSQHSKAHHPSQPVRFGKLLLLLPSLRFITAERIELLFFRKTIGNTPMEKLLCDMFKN
HIF-2a block: inhibitors of HIF-2a. 786-0 RCC cells HIF-2a reporter, luciferase luminescence, overnight. inhibition, % at 18.8 µM. hit rate 0.72% among 360,000;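 active = inhibition of the luminescence signal of 40% or more relative to plate controls, in a single-dose primary screen at 18.75 µM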
NR2E3 ag-2: NR2E3 (human) agonism; AID 2300; inhibition of corepressor binding, % at 4.78 µM; GST-NR2E3/biotin-RetCOR TR-FRET, 1536-well; hit rate 0.12% among 320,000;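 active = percent inhibition above the cutoff of mean plus 3 SD of all tested compounds, set per screening campaign, cut at about 20% in these data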;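 also: 0% = DMSO wells and 100% = biotin wells as full block of FRET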
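system = GST-tagged NR2E3 plus biotinylated RetCOR corepressor | input = 1.35 nM GST-NR2E3 | also added = 7 nM biotin-RetCOR | schedule = 5 h incubation at 4 °C | measured by = TR-FRET with europium anti-GST and streptavidin-D2, 340 nm excitation | read-out = percent loss of FRET ratio relative to control wells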
Shn3 inh set2: reduces Shn3 3'UTR luciferase signal in osteoblasts. AID 588674. inhibition, % at 12.5 µM. hit rate 0.52% among 360,000. Clone20 osteoblast Shn3 3'UTR firefly luciferase, 24 h;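 active = mean inhibition of at least 75% with every replicate also reaching 75%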;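 also: 0% = median of neutral control wells and 100% = pilot-screen positive control compound; some compounds past the cut are filed as inactive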
KKLEB cytotox: CF airway cell cytotoxicity counter-screen. hit rate 0.36% among 360,000. activity change (cytotoxicity), % at 5 µM. KKLEB CF airway cells viability, ATPlite luminescence, overnight; active compounds read low; cells stimulated with P. aeruginosa culture filtrate;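 active = corrected activity change at or below -50% at 5 µM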
Peg3 promoter: Peg3 promoter activity inhibition; hit rate 1.7% among 360,000; HeLa PEG-Prom luciferase reporter, luminescence, overnight; inhibition, % at 20 µM;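 active = inhibition of at least 50% at 20 µM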
LMP1 NFkB inh: reduces LMP1-driven NF-kappaB luciferase signal; LMP1-induced NF-kappaB luciferase reporter cells, luminescence; inhibition, % at 12.5 µM; hit rate 0.69% among 350,000; AID 504558; in the data active = inhibition above about 41%;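 also: 0% = neutral control wells and 100% = reference inhibitor control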
CF NFkB inh: inhibitors of cystic fibrosis induced NF-kB. hit rate 0.86% among 360,000. inhibition, % at 5 µM. KKLEB NF-kB-GFP reporter, PAF-induced, GFP fluorescence overnight. AID 588850;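 active = at least 50% inhibition at 5 µM, scaled per plate between neutral and stimulator controls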;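 also: PAF is a Pseudomonas aeruginosa culture filtrate used as stimulus; plate controls were PAF-stimulated DMSO wells for no effect and unstimulated DMSO wells for full effect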
C8 TRAIL sens: sensitizes caspase-8 expressing cells to TRAIL; NB7+C8 cells + TRAIL, ATPlite viability luminescence; inhibition (viability loss, TRAIL sensitization), % at 10 µM; hit rate 1% among 360,000;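 active = compounds causing at least 50% loss of cell viability in the single-dose screen, relative to plate controls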
* marks the source's active call; other numbers are inactive results; . = no result given.

SMILES	TRPM1 prom inh	iPSC survival up	NR2E3 ag-1	HIF-2a block	NR2E3 ag-2	Shn3 inh set2	KKLEB cytotox	Peg3 promoter	LMP1 NFkB inh	CF NFkB inh	C8 TRAIL sens
COc1ccccc1NC(=O)Cn1ncc2c1-c1ccccc1OC2	-10	-0.8	-21	4	7	-11	2	-1	2	-37	15
OC[C@@H]1CN(CCN2CCOCC2)C[C@H](n2cnc3c(NCc4ccco4)ncnc32)O1	.	0.1	-11	1	.	0	13	-8	.	-3	1
Cc1occc1C(=O)N1CCCC(N2CCN(c3cccc(C(F)(F)F)c3)CC2)C1 (stereo not given)	8	-0.5	4	-19	1	-15	1	4	8	12	14
Cc1occc1C(=O)N/N=C/C=C\c1ccccc1[N+](=O)[O-]	-2	0.3	-61	-29	1	-1	14	-31	5	-14	-11
CCOC(=O)CN1C=C(c2ccc3ccccc3n2)C(C[N+](=O)[O-])c2ccccc21 (stereo not given)	-16	-3.4	-117	-141	2	-19	14	-162	-18	-26	4
Cc1cccc(NC(=O)C2CCN(S(C)(=O)=O)CC2)c1C	4	-0.2	2	18	2	11	0	9	3	-14	-14
O=C(NCCC1=CCCCC1)C1CCN(c2nc3ccccc3o2)CC1	-1	-2.4	-15	0	1	16	14	2	-2	7	-2
O=C(COC(=O)c1cc(S(=O)(=O)N2CCOCC2)ccc1F)NC1CCCCC1	4	0.3	-15	11	4	2	27	-4	-2	-17	3
COc1ccc(NC(=O)CSc2nc(N3CCCCC3)nc(N3CCCCC3)n2)cc1	.	0.9	9	-14	-2	-7	4	22	4	-13	24
CS(=O)(=O)c1ccc(-c2cccc(NC(=O)c3ccc4c(c3)OCO4)c2)nn1	.	1.7	5	12	.	4	4	-10	8	3	2
Cc1c(C)c(C)c(C(=O)C2CCN(c3ccc([N+](=O)[O-])cn3)CC2)c(C)c1C	11	0.3	-4	23	2	12	-19	15	-14	30	-9
COc1cc(C(=O)NC(CCSC)C(=O)Nc2ccc(N3CCOCC3)cc2)cc(OC)c1OC (stereo not given)	.	8.2	-2	4	.	-1	14	-6	9	-32	3
O=C(NCCc1ccc(Cl)cc1)c1ccc(=O)[nH]c1	8	0.5	0	-25	-2	-14	3	-32	-3	-2	-13
O=C1C(=Cc2ccncc2)CCCc2ccccc21	.	-1.0	14	12	.	32	12	17	7	25	-3
Cn1c(SCCCC(=O)c2ccccc2)nnc1-c1ccncc1	-3	3.6	-13	-9	-3	-1	0	-9	-6	-13	-3
CCOc1ccc2nc(NC(=O)Cn3c(C)csc3=O)sc2c1	-36	0.4	-13	-114	.	-37	0	-86	-6	10	4
C=CCn1nnnc1-c1cc(Cl)cc(Cl)c1	-8	3.5	5	14	0	-13	5	8	36	5	-5
CC(=O)N1CCc2c(sc(NC(=O)C3CCN(S(=O)(=O)c4cccs4)CC3)c2C(N)=O)C1	-1	0.7	-39	16	0	9	-3	15	-9	1	-5
O=S1c2ccccc2Nc2ccccc21	-2	-2.1	-10	3	7	-5	-7	8	-14	-16	-6
O=C1N[C@@H](Cc2ccccc2)COC(=O)[C@@H](Cc2ccc(F)cc2)C/C=C\C[C@@H]1CC(=O)N(CCO)Cc1ccccc1	3	3.1	-17	15	.	18	14	16	16	-8	3
COc1cc(NC(=O)NCCN2CCN(c3ccc(Cl)cc3)CC2)ccc1C	6	-2.2	-13	7	6	37	-2	9	-19	0	3
COc1cc(-c2cc(N)n(S(=O)(=O)c3ccc(F)cc3)n2)cc(OC)c1OC	4	-0.7	-4	-8	3	1	-4	10	-32	-5	7
CCCCn1c(NCCO)nc2ccccc21	0	0.1	-16	10	1	13	-2	8	-3	0	1
COc1cccc(-c2nnc3sc(-c4ccccn4)nn23)c1	-32	7.3	-37	-208	2	-5	0	-114	-1	-25	17
CCCc1cc(C(N)=O)c(NC(=O)c2ccoc2C)s1	16	-3.3	-6	-66	-1	4	11	-3	-5	8	3

The listing continues.
SMILES	TRPM1 prom inh	iPSC survival up	NR2E3 ag-1	HIF-2a block	NR2E3 ag-2	Shn3 inh set2	KKLEB cytotox	Peg3 promoter	LMP1 NFkB inh	CF NFkB inh	C8 TRAIL sens
O=C(NC(=S)Nc1ccc(S(=O)(=O)Nc2ncccn2)cc1)c1ccc(Br)cc1	-2	0.7	8	16	1	5	0	11	3	-26	-3
CC1=NN(c2ccccc2)C(=O)/C1=C\c1ccc(Oc2ccc([N+](=O)[O-])cc2[N+](=O)[O-])cc1	24	2.2	-24	-8	16	-54	6	24	3	9	-3
COc1cc(NC(=O)CSc2ncnc3sc4c(c23)CCCC4)c(C(=O)O)cc1OC	4	0.5	-38	9	6	2	-5	12	3	0	13
CCc1nnc(NC(=O)CCC(=O)N2CCN(C3CCCCC3)CC2)s1	7	2.7	0	13	1	11	15	-1	-2	0	34
CCN1CCN(C(=O)CCCCCn2c(=O)[nH]c3cc(C(=O)OC)ccc3c2=O)CC1	-5	2.7	-10	-4	0	-3	9	9	-1	-7	9
COc1ccc(S(=O)(=O)N2CCOCC2)cc1Cl	0	5.2	8	6	-2	-1	-12	-1	10	-2	-4
CCC(=O)Nc1ccc(C(=O)COC(=O)c2sc(C)nc2C)cc1	-15	0.2	6	5	.	0	-8	10	5	24	-14
NC(=O)CC(NC(=O)Cc1ccc(Cl)cc1)c1ccc(NC2CCCC2)c([N+](=O)[O-])c1 (stereo not given)	-17	-2.2	-16	-21	1	14	-25	9	14	-18	-4
Cc1c(NC(=O)Nc2cccc(Cl)c2)c(=O)n(-c2ccccc2)n1C	16	-2.4	-7	-10	2	-5	17	2	-5	-5	2
O=C1Oc2ccccc2C(=O)/C1=C/c1ccccc1O	47	-0.3	-27	27	6	7	-6	70*	6	17	6
CC1(C2CC2)NC(=O)N(CC(=O)N2CCN(c3ccccc3)CC2)C1=O (stereo not given)	-5	0.1	-4	5	4	-6	-9	0	2	-34	0
COC(=O)CCC(NC(=O)c1cc(C)oc1C)C(=O)OC (stereo not given)	2	0.3	-6	9	1	-3	7	8	0	2	-5
COc1ccc(N2CCN(C(=O)c3ccc(COc4ccc([N+](=O)[O-])cc4)o3)CC2)cc1	9	0.5	5	11	.	43	-11	6	-14	14	23
COc1cc(/C=C/c2cc[n+](C)cc2)ccc1OCC(=O)Nc1ccccc1	-30	0.4	-18	-9	3	-19	4	-108	-1	-9	-5
CN(Cc1cnn(C)c1)C(=O)C1CCCCC1C(=O)O (stereo not given)	10	2.3	-5	9	0	-10	4	8	-11	6	-5
Cc1ccc(C(=O)c2oc3ccccc3c2N)cc1	-30	-0.2	-87	-205	1	-58	0	-217	-82	-14	8
CCN1C(=O)[C@@H]2[C@H](C1=O)[C@@H]1C(=O)Nc3ccccc3C(=O)N1[C@@H]2c1cccc(OC)c1	-2	-0.6	6	-10	2	-13	-5	-4	-5	25	9
Cc1c(NC(=O)CCSCCc2ccccn2)cccc1[N+](=O)[O-]	-5	4.6	-5	4	7	3	3	3	1	3	2
Cc1cc(/C=C2/C(=O)NN(c3ccccc3)C2=O)c(C)n1-c1cccc(O)c1	-16	-5.3	-21	-40	0	-21	-15	-98	17	6	85*
N#Cc1ccccc1COC(=O)CCCC1=NS(=O)(=O)c2ccccc2N1	-1	-0.6	-8	-4	-2	5	4	-8	3	-10	-3
CCNC(=O)CCc1nc(-c2ccc(C(C)(C)C)cc2)no1	25	-1.8	75*	-68	2	-16	-9	-146	18	17	22
COc1cccc(C(C)(O)c2nc(-c3ccc(F)c(Cl)c3)cs2)c1 (stereo not given)	.	7.5	8	11	.	-1	13	9	.	20	-3
CCCCCCNC(=O)CSc1nccn1Cc1ccccc1	1	5.7	6	7	-2	14	-6	8	-4	-10	-3
CCOC(=O)c1sc(NC(=O)c2ccc(C)o2)nc1C	-13	-2.5	-93	-221	4	-65	15	-188	-24	-24	39
CCC(CO)Oc1cc(NCc2ccccc2C)c2ncn(C(C)C)c2c1 (stereo not given)	.	0.3	0	-3	.	5	-4	14	9	7	-6

Compound profiles (already shown). Values in the order: TRPM1 prom inh	iPSC survival up	NR2E3 ag-1	HIF-2a block	NR2E3 ag-2	Shn3 inh set2	KKLEB cytotox	Peg3 promoter	LMP1 NFkB inh	CF NFkB inh	C8 TRAIL sens
Results for Cc1cc(/C=C2/C(=O)NN(c3ccccc3)C2=O)c(C)n1-c1cccc(O)c1 = -16	-5.3	-21	-40	0	-21	-15	-98	17	6	85*
Results for O=C1Oc2ccccc2C(=O)/C1=C/c1ccccc1O = 47	-0.3	-27	27	6	7	-6	70*	6	17	6
Results for Cc1c(NC(=O)Nc2cccc(Cl)c2)c(=O)n(-c2ccccc2)n1C = 16	-2.4	-7	-10	2	-5	17	2	-5	-5	2

Next section:
SMILES	TRPM1 prom inh	iPSC survival up	NR2E3 ag-1	HIF-2a block	NR2E3 ag-2	Shn3 inh set2	KKLEB cytotox	Peg3 promoter	LMP1 NFkB inh	CF NFkB inh	C8 TRAIL sens
CCN(CC)S(=O)(=O)c1ccc(/C=C/C(=O)OCC(=O)Nc2cccc3ccccc23)cc1	0	-2.6	15	13	-1	-25	7	21	-6	6	6
CCc1nc2c(OCc3ccc(C(=O)N(C)C)cc3)cccn2c1N(C)C(=O)Nc1ccccc1OC	.	0.3	-20	9	.	-20	-14	-6	.	11	1
CN(C)CCN(C(=O)C1CCN(S(=O)(=O)c2cccs2)CC1)c1nc2c(F)cccc2s1	-3	0.6	14	-9	0	-11	5	-31	-2	-22	-4
C/C(N)=C(/C#N)C(=O)COC(=O)c1cccc(C)c1O	-29	-0.8	-47	-8	2	-16	0	-36	-5	-5	30
COc1ccc(CC(=O)N(CC2CCCO2)c2nc3ccccc3s2)cc1 (stereo not given)	3	4.2	-23	-55	1	-35	11	-33	-11	17	-4
CCOC(=O)c1c(C)[nH]c(C(C)=NNC(=O)c2cccs2)c1C	.	-0.5	-56	-309	.	-164	12	-402	-45	-27	21
CN(C(=O)CCNC(=O)Cn1ccc2ccccc2c1=O)c1ccc(Br)cc1	-7	-0.3	-18	8	0	-7	9	9	-1	3	-9
C[C@H]1CN=C(N(C)C)N1CCCC1CCCC1	14	2.1	-7	18	2	12	9	-1	9	-4	-6
C1=C(N2CCOCC2)/C(=C/c2nc3ccccc3[nH]2)CC1	11	3.5	-23	-6	2	-8	1	7	-8	1	2
CC1(C)Cc2c(cnn2-c2ccc(F)cc2)C(NC(=O)CCC(F)(F)F)C1 (stereo not given)	8	0.3	-10	-18	-3	21	-14	-16	6	21	6
CCOC(=O)N1CCC(NC(=O)c2cc(C(=O)Nc3cccc(OC)c3)ccc2CO)CC1	-4	-1.8	1	1	2	15	-10	-2	6	-4	-22
COc1cccc(CNC(=O)CCC2CCCN(Cc3cc(Cl)ccc3O)C2)c1 (stereo not given)	-9	-2.1	9	9	5	9	-7	17	5	9	6
Brc1ccccc1-c1nnc(CSc2nnnn2-c2ccccc2)o1	8	1.4	-25	-116	6	-24	1	-55	2	-1	3
Cc1noc(C)c1COc1ccccc1C(=O)Nc1cccc(S(=O)(=O)N(C)C)c1	4	-0.1	10	-1	-2	-3	13	0	0	-13	9
Cc1ccc(C(=O)N2CCOCC2)cc1S(=O)(=O)N1CCOCC1	18	0.2	-23	4	-1	-48	15	9	-2	-2	13
Cc1ccccc1OS(=O)(=O)c1cn(C)c(=O)n(C)c1=O	-2	-0.2	11	4	1	11	-2	1	-1	1	0

Bioassay records (PubChem BioAssay)

The list is partial; count on the stated rates, not on these rows.
